GPR151 ag: human GPR151 activation. activation, % at 11.2 µM. AID 1508602. PathHunter beta-arrestin GPR151 cells, luminescence. Q8TDV0. 650,000 tested, 1% active; in the data active = activation above about 4.9%;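 also: 0% = median of compound wells and 100% = cells with positive control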
Target sequence (Q8TDV0 whole entry, looked up): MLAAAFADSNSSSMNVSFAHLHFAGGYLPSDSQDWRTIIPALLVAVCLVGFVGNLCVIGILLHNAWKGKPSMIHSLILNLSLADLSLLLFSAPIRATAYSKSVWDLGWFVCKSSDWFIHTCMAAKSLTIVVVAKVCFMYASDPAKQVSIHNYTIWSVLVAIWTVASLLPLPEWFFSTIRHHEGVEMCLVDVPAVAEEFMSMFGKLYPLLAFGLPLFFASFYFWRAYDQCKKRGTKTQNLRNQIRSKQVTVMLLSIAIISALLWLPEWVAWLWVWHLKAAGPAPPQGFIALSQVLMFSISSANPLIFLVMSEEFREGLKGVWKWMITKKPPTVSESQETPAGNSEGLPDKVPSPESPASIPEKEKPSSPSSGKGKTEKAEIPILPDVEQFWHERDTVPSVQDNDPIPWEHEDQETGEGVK
TEAD-YAP block: TEAD-YAP interaction inhibition | HEK-TIYL cells, TEAD-Gal4/YAP UAS-luciferase luminescence | inhibition, % at 9.12 µM | 640,000 tested, 1.4% active | AID 1259422; in the data active = inhibition above about 32%;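 also: 0% = median of test compound wells and 100% = reference inhibitor wells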
MITF inh: blocks human microphthalmia-associated transcription factor. O75030. AlphaScreen MITF homodimerization, bead proximity signal. inhibition, % at 2.6 µM. 650,000 tested, 0.91% active. AID 1259374; in the data active = inhibition above about 50%;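 also: 0% = vehicle wells with protein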
FBW7 activator: human FBW7 E3 ligase activation, primary screen; Q969H0; AlphaScreen FBW7–phospho-cyclin E peptide binding, activator screen; normalized activity (activation), % at 26.1 µM; 650,000 tested, 0.13% active; in the data active = normalized activity above about 1.9%;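 also: purified mutant Fbw7 with reduced substrate affinity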
Target sequence (Q969H0 whole entry, looked up): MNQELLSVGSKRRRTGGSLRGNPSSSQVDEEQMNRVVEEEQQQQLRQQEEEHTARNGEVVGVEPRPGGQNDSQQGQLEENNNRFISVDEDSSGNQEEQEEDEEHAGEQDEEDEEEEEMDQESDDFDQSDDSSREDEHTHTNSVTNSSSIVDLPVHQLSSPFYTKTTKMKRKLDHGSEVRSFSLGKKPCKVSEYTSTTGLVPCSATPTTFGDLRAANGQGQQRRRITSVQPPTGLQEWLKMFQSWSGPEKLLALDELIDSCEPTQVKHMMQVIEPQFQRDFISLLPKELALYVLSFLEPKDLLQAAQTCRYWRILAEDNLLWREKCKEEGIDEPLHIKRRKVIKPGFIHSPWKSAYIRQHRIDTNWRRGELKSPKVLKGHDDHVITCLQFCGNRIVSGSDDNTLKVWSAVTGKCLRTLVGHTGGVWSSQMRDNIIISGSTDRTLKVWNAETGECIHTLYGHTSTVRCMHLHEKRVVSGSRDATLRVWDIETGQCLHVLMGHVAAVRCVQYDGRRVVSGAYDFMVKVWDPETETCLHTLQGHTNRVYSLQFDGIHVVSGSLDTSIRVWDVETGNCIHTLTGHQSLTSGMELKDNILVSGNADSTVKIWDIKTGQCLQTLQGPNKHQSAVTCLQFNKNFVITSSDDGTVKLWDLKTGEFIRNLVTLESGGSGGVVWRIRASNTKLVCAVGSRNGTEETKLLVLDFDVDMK
Active calls of the source: *.

SMILES,GPR151 ag,TEAD-YAP block,MITF inh,FBW7 activator
CCOCCCNC(=O)CCC(=O)NNc1nc2ccccc2c2nc(C)nn12,-0.4,1,4,0.2
COc1cccc(NC(=O)C/C(C)=N/NC(=O)c2ccc([N+](=O)[O-])c(Cl)c2)c1,1.1,-1,-12,-0.1
COc1ccc(CNc2nc(C)c(-c3ccn(CCO)n3)s2)c(OC)c1C,-0.9,3,-14,0.1
O=C1CC(C23CC4CC(CC(C4)C2)C3)=NN1c1ccccc1,1.9,33*,15,0.1
COc1ccc(OCC(=O)NCCSCc2ccc(Cl)cc2)cc1,3.1,8,2,0.1
O=C(CC1C(=O)NCCN1Cc1ccccc1C(F)(F)F)NCCc1cscn1 (centres undefined),-0.4,2,-5,-0.1
O=C1CSc2cc(S(=O)(=O)NCc3ccc(F)cc3)ccc2N1,-1.3,7,1,0.1
COc1ccc(-n2cc(-c3ccccc3)c3c(Nc4cc(C)ccc4OC)ncnc32)cc1,-1.0,5,4,-0.1

SMILES,GPR151 ag,TEAD-YAP block,MITF inh,FBW7 activator
COc1ccc(-c2nc(-c3ccc(C(F)(F)F)cc3)no2)cc1,2.5,-2,4,0.5
CCCc1cc(=O)[nH]c(SCC(=O)Nc2ccc(OC)cc2)n1,0.4,-5,12,0.0
CCOc1ccccc1Nc1nnc(SCC(=O)c2ccc[nH]2)s1,0.6,4,8,0.4
COc1cc2nc(Nc3nccc4ccccc34)nc(NCc3nc4ccccc4[nH]3)c2cc1OC,2.4,3,-14,0.1
C/C=C(\C)CN1CCC(CO)(CCOc2ccccc2)CC1,-1.2,0,7,0.2
CCn1cc(C2C3=C(CC(C)(C)CC3=O)N(c3ccc(C)cc3)C3=C2C(=O)CC(C)(C)C3)c(C)n1,-0.7,3,-4,0.1
Cc1cc(=O)oc2cc3c(cc12)OCCO3,1.0,1,-9,0.0
O=C1C2CCCCC2C(=O)N1c1ccc(Br)c(Cl)c1 (centres undefined),2.5,14,7,-0.1

SMILES,GPR151 ag,TEAD-YAP block,MITF inh,FBW7 activator
NC(=O)NC(=O)COC(=O)c1cc(Cl)ccc1O,-1.8,-8,-7,0.0
CC1CCC(C)C(OC(=O)Nc2ccccc2)C1 (centres undefined),0.0,-12,3,0.0
CCSc1ncc(Cl)c(C(=O)Nc2nc(C)c(C(=O)OCC(C)C)s2)n1,-1.2,-2,-4,-0.1
CCN(CCCNC(=O)Cn1nc(C)n2cccc2c1=O)c1cccc(C)c1,-2.8,-5,0,0.0
CC(C)c1ccc(Nc2nnc(SCC#N)s2)cc1,0.2,-18,12,-0.1
Cc1ccc(/C(O)=C2\C(=O)C(=O)N(c3ncc(S(=O)(=O)c4ccc([N+](=O)[O-])cc4)s3)C2c2cccc(Cl)c2)cc1 (centres undefined),-0.6,9,1,-0.1
O=C(Nc1ncc(Cc2cccc(C(F)(F)F)c2)s1)c1ccc(Br)cc1,0.5,-5,6,0.1
Cc1cccc(C)c1N(CC(=O)Nc1ccc(Br)cc1)S(C)(=O)=O,3.5,-5,13,0.2

SMILES,GPR151 ag,TEAD-YAP block,MITF inh,FBW7 activator
CSc1ccc(/C=N/NC(=O)C[n+]2ccccc2)cc1,3.4,-2,0,-0.1
CCC(C)NC(=O)c1ccccc1NC(=O)c1ccc(Br)cc1 (centres undefined),-0.6,4,13,0.3
COc1ccccc1-c1cc(C(=O)Nc2cc(C)nn2-c2ccccc2)no1,-1.0,34*,4,-0.1
CC(C)(C)CN1CCN(Cc2ccc3ccccc3n2)CC1CCO (centres undefined),1.0,4,11,0.3
Oc1cccc2ccc[n+](CC(O)Cn3c4ccccc4c4ccccc43)c12 (centres undefined),0.0,10,12,-0.3
CCn1c(C(=O)O)c(CC(=O)Nc2cc(OC)ccc2OC)c2ccccc21,-0.3,5,2,-0.1
COc1ccccc1CN1CCN(Cc2ccc(C)cc2)C(CCO)C1 (centres undefined),0.8,7,5,0.0
CCc1nnc(NC(=O)c2cc(Cl)ccc2Cl)s1,2.8,8,5,-0.1

SMILES,GPR151 ag,TEAD-YAP block,MITF inh,FBW7 activator
CCOc1ccc(N2C(=O)/C(=C\c3cccc4ccccc34)S(=O)(=O)C2c2cccc([N+](=O)[O-])c2)cc1 (centres undefined),1.6,1,13,0.0
O=C(N1CCNCC1)C1(c2ccc(Cl)cc2)CCCC1,-1.6,-3,-11,0.2
Cc1ccccc1-c1nnc(NC(=O)COc2ccccc2F)s1,-0.2,-14,-5,-0.1
COc1cc(CNCCc2ccccc2)cc(Cl)c1OCC(=O)NC(C)(C)C,0.8,12,12,0.0
CCCOC(=O)C1=C(C)NC2=C(C(=O)CC(C)(C)C2)C1c1ccccc1Cl (centres undefined),-1.4,7,-2,0.5
CCN1C(=O)/C(=C/c2cccc3ccccc23)OC1=S,0.4,-9,-8,0.1
O=c1[nH]c(N2CCOCC2)nc2c1CCN(Cc1ccc(N3CCCCC3)cc1)C2,-1.2,-6,-25,0.0
O=C(Nc1ccc(Cl)cc1)Nn1cnnc1,-1.0,3,-37,0.9

Record cards, from the list above. Screens in order: GPR151 ag | TEAD-YAP block | MITF inh | FBW7 activator
Cc1ccccc1-c1nnc(NC(=O)COc2ccccc2F)s1 across the screens: -0.2 | -14 | -5 | -0.1
CCCOC(=O)C1=C(C)NC2=C(C(=O)CC(C)(C)C2)C1c1ccccc1Cl (centres undefined) across the screens: -1.4 | 7 | -2 | 0.5

(further entries)
SMILES,GPR151 ag,TEAD-YAP block,MITF inh,FBW7 activator
COc1cc(-c2nnc(SCCCC(=O)c3ccccc3)o2)cc(OC)c1OC,3.4,9,3,0.0
Cc1ccc(-c2csc(/C(C#N)=C/c3ccsc3)n2)cc1,0.5,12,12,0.1
O=C(Nc1cc(F)ccc1F)N1CCC(CN2CCCC2)CC1,-1.2,2,10,0.2
CC(C)n1cnc2c(Nc3ccc(N4CCOCC4)cc3)nc(N3CCC(N4CCOCC4)CC3)nc21,-1.0,1,1,-0.5
COCCNc1nc(-c2cccc(Cl)c2)ccc1C(=O)N1CCN(C)CC1,2.9,-10,-2,0.1
Cc1cnc(Nc2ccccn2)nc1NCCOc1ccccc1,-0.3,-2,19,0.2
CNC(=O)CSc1nc2scc(-c3ccc(F)cc3)c2c(=O)n1C,-0.6,7,11,-0.1
Cn1cc(C=O)c2cc(S(=O)(=O)N3CCOCC3)ccc21,0.0,7,1,-0.1

Fetched by structure from the entries so far:
SMILES,GPR151 ag,TEAD-YAP block,MITF inh,FBW7 activator
Cn1cc(C=O)c2cc(S(=O)(=O)N3CCOCC3)ccc21,0.0,7,1,-0.1
CCc1nnc(NC(=O)c2cc(Cl)ccc2Cl)s1,2.8,8,5,-0.1
COc1ccccc1CN1CCN(Cc2ccc(C)cc2)C(CCO)C1 (centres undefined),0.8,7,5,0.0
COc1ccc(OCC(=O)NCCSCc2ccc(Cl)cc2)cc1,3.1,8,2,0.1

The list continues:
SMILES,GPR151 ag,TEAD-YAP block,MITF inh,FBW7 activator
COc1cccc(C2Nc3ccccc3NC3=C2C(=O)CC(c2ccc(OC)c(OC)c2)C3)c1 (centres undefined),-0.9,19,15,0.9
CC(=O)N1CCN(c2ccc(NC(=O)COc3ccccc3C)cc2)CC1,0.0,1,14,0.1
CC1CCc2c(sc3ncnc(N4CCN(c5ccccc5)CC4)c23)C1 (centres undefined),1.4,-19,7,0.2
CCC(=O)Nc1nonc1-c1nc2ccccc2n1C,-0.6,-4,1,-0.1
COc1cccc(-c2nc3cnccn3c2NC2CCCC2)c1OC,0.3,-9,-6,0.1
CC(=O)C1=C(c2ccc(C3CCCCC3)cc2)N(C(C)=O)n2c(C)nnc2S1,0.1,41*,15,0.4
CCOc1ccc(NC(=O)C/C(C)=N/NC(=O)c2cc(Cl)ccc2O)cc1,-0.7,-24,-9,-0.1
Cc1ccc2c(c1)C(=O)c1cnc(/C=C/c3ccccc3)cc1-2,-1.6,-3,10,0.2

SMILES,GPR151 ag,TEAD-YAP block,MITF inh,FBW7 activator
CCc1nnc(-c2ccc(NC(=O)C3CCCC3)cc2)o1,0.4,-53,-8,0.2
Nc1nc(SCC(=O)Nc2ccccc2Cl)n[nH]1,-1.5,5,17,0.1
COCCNC(=O)CSC1=Nc2ccccc2C2=NC(Cc3c[nH]c4ccccc34)C(=O)N12 (centres undefined),0.9,-1,-4,-0.1
O=C(COc1ccccc1)NN1C(=O)CSC1=S,1.2,2,-2,0.0
O=C(CC12CC3CC(CC(C3)C1)C2)NNC(=O)Nc1ccc2c(c1)OCO2,-0.3,-11,18,0.3
C=CCOC(=O)C1=C(C)N=C2SCCC(=O)N2C1c1ccc(OC(C)=O)c(OCC)c1 (centres undefined),0.2,10,5,0.0
CSCCC(C(=O)NNC(=O)c1ccccc1F)N1C(=O)c2ccccc2C1=O (centres undefined),-0.4,1,1,-0.1
Nn1c(SCC(=O)Nc2ccc3c(c2)OCCO3)nnc1-c1cccnc1,0.8,6,15,0.1

SMILES,GPR151 ag,TEAD-YAP block,MITF inh,FBW7 activator
Cc1cc(=O)[nH]c(NC2CCN(S(=O)(=O)c3cccc([N+](=O)[O-])c3)CC2)n1,-0.6,3,6,0.7
CCCNc1nc(N2CCCC(C(=O)N(CC)CC)C2)nc2cc(OC)c(OC)cc12 (centres undefined),-2.8,6,9,0.2
COc1ccc(C2C3=C(CCCC3=O)Nc3ncnn32)c(OC)c1OC (centres undefined),0.3,2,3,-0.1
O=C(ONC1=NCCCCC1)c1ccc(Br)o1,0.9,-2,2,0.0
COCCNC(=O)Cn1nc(-c2ccc(OC)c(OC)c2)ccc1=O,0.5,-5,-6,-0.1
COc1ccccc1CNS(=O)(=O)c1ccc(F)c(C(=O)Nc2c(F)cc(F)cc2Br)c1,-0.2,2,13,-0.2
COc1ccc(-c2cc(-c3ccccc3)nc(SCc3cccc(Br)c3)c2C#N)cc1,1.3,6,-8,-0.1
Cc1ccnc(SCC(=O)N2c3ccccc3C(C)(c3ccc(Cl)cc3)CC2(C)C)n1 (centres undefined),0.5,5,1,0.0

SMILES,GPR151 ag,TEAD-YAP block,MITF inh,FBW7 activator
CN1CCN(c2ccc(-c3ccc4nc([C@H](N)Cc5cccc(F)c5)[nH]c4c3)cn2)CC1,-0.8,-7,-17,-1.1
O=C(NC1CC1)c1sc2cc(F)ccc2c1Cl,-1.8,-17,15,0.1
CCOC(=O)c1sc2nc(N3CCOCC3)c3c(c2c1N)CC(C)(C)N(C)C3,-0.8,0,-10,0.0
CC(=O)N1CCN(C(=S)Nc2ccc(SC(F)F)cc2)CC1,2.4,5,3,0.0
O=c1[nH]c(CN2CCNCC2)nc2scc(-c3cccs3)c12,-0.3,4,22,0.5
Cc1ccccc1/C=C1\SC(=S)N(C(C)C(=O)O)C1=O (centres undefined),-1.4,-1,1,-0.3
Cc1cc(C)n(CC(=O)N2CCCC(c3[nH]ncc3-c3ccncc3)C2)n1 (centres undefined),0.3,17,-5,0.2
N#Cc1ccccc1NC(=O)COC(=O)c1cc(=O)c2ccccc2o1,2.8,8,10,0.1

SMILES,GPR151 ag,TEAD-YAP block,MITF inh,FBW7 activator
CCOc1ccc(N2CN=c3s/c(=C4\C(=O)N(C)c5ccccc54)c(=O)n3C2)cc1,-0.3,-4,-8,0.0
Cc1ccccc1CCNC(=O)C1CC(O)CN1C(=O)Nc1ccccc1 (centres undefined),0.0,7,1,-0.1
O=C(CSc1nc2[nH]ncc2c(=O)[nH]1)Nc1ccc(F)cc1F,1.4,12,4,0.0
COc1ccc(S(=O)(=O)n2c(SCC(=O)NCc3cccs3)nc3ccccc32)cc1,-0.4,2,8,0.7
C=CCNC(=O)c1ccc(C)nc1NCc1cccnc1,0.5,-3,17,1.9*
Cc1nnc(SC2CC(=O)N(c3cccc(Cl)c3C)C2=O)s1 (centres undefined),2.9,-4,-1,0.0
O=C(c1ccc(Cl)cc1)C(C(=O)N1CCc2ccccc2C1)n1ccccc1=O (centres undefined),0.1,0,-10,0.0
Cc1nc2ccccc2nc(C)c1=NOCc1cccc(Cl)c1,-0.4,-64,-10,0.1

SMILES,GPR151 ag,TEAD-YAP block,MITF inh,FBW7 activator
CCC(C)CC(=O)N1CCOc2ccc(CN3CCN(C(C)=O)CC3)cc2C1 (centres undefined),0.4,4,5,0.2
CC(C)CCNC(=O)CN(C(=O)c1snc(C(N)=O)c1N)c1ccc(F)cc1,0.3,-7,5,-0.2
N=c1ncn(Cc2ccccc2)c2nc(SCCOc3ccc(Cl)cc3)[nH]c12,-1.7,-8,9,0.0
O=C1OC(c2ccc(Br)cc2)=N/C1=C\c1ccccc1I,-0.3,-5,-6,0.0
Cc1nc(CC(=O)N2CCCC(CNC(=O)C3(c4ccc(Cl)cc4)CC3)C2)cs1 (centres undefined),0.0,-11,-10,0.2
CCN1CCCC1CNS(=O)(=O)c1ccc(Br)cc1 (centres undefined),0.6,5,8,0.0
CC(C)c1ccc(OCC(=O)Nc2ccc(N3CCN(C)CC3)cc2)cc1,1.6,-5,-2,-0.3
COCCNC(=S)N/N=C(\C)c1ccccc1O,-1.3,-18,-10,-0.6

Rewritten with values under each structure: 2 of the compounds above
Order of results – GPR151 ag, TEAD-YAP block, MITF inh, FBW7 activator
Cc1nc2ccccc2nc(C)c1=NOCc1cccc(Cl)c1
  -0.4, -64, -10, 0.1
COc1ccc(-n2cc(-c3ccccc3)c3c(Nc4cc(C)ccc4OC)ncnc32)cc1
  -1.0, 5, 4, -0.1

Following part:
SMILES,GPR151 ag,TEAD-YAP block,MITF inh,FBW7 activator
N#Cc1c(N)nc2c(c1-c1ccc([N+](=O)[O-])cc1)CCCC2,-0.1,1,11,-0.1
CCCCC1=NN2C(=N)/C(=C/c3cn(CCOc4ccccc4OC)c4ccccc34)C(=O)N=C2S1,0.8,3,11,0.0
CCN(CC)CCOC(=O)c1cccc(Br)c1,1.4,7,-6,0.6
CCCCC(CC)CNC(=O)c1ccc(C)o1 (centres undefined),2.1,3,0,0.1
Cc1[nH]c2ccccc2c1C(=O)C(=O)N1CCCC1,0.5,8,-3,-0.1
CN(Cc1ccccc1)C(=O)c1cc(-c2cccc(O)c2)on1,0.4,9,3,0.0
